inhibitors of VEEV – inhibitors of VEEV TC-83 cytopathic effect, confirmation, Vero cells (AID 588727). inhibition, % at 20 µM; hits with a dose series show IC50 in µM. Vero cells, VEEV TC-83 cytopathic effect inhibition; higher % means a stronger effect. 350,000 compounds, 0.13% hits; in the data active = a potency from the dose series; inconclusive = inhibition mostly from about 14% at the one dose, without a potency; inactive = the rest, 99 in 100 with inhibition below about 12%; note: strong numbers were not always called active
Salmonella PhoP GFP – PhoP regulon inhibitors, Salmonella typhi PhoP promoter GFP reporter, confirmatory (AID 1850) | 310,000 compounds, 0.33% hits | inhibition, % at 50 µM; hits with a dose series show IC50 in µM | Salmonella Typhi PhoP-promoter GFP reporter, fluorescence, 4 h; higher % means a stronger effect; in the data active = a potency from the dose series; inconclusive = inhibition mostly from about 25% at the one dose, without a potency; inactive = the rest, 99 in 100 with inhibition below about 19%;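 note: 0% = induced wells with vehicle and 100% = uninduced wells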
H1N1 NS1A inhibition – H1N1 influenza NS1A inhibitors, functional cell based assay (AID 504329) | NS1A functional cell-based assay, percent inhibition; higher % means a stronger effect | inhibition, % at 12.5 µM, or IC50 in µM where a hit was titrated | 340,000 compounds, 0.3% hits; in the data active = a potency from the dose series; inconclusive = inhibition above about 27% without an active follow-up result; note: strong numbers were not always called active
tuberculosis growth – growth inhibition of non-replicating M. tuberculosis (AID 488890) | Mycobacterium tuberculosis non-replicating, growth inhibition; higher % means a stronger effect | one-dose inhibition, % at 25 µM; IC50 in µM for titrated hits | 320,000 compounds, 0.39% hits; in the data active = a potency from the dose series; inconclusive = inhibition mostly from about 82% at the one dose, without a potency; inactive = the rest, 99 in 100 with inhibition below about 76%;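 note: plate controls were DMSO cells for no effect and high antibiotic wells for full effect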
M. tuberculosis HTS – M. tuberculosis growth inhibition, HTS (AID 449762) | M. tuberculosis H37Rv growth inhibition, 7H9 media; higher % means a stronger effect | inhibition, % at 25 µM; hits with a dose series show IC50 in µM | 330,000 compounds, 0.59% hits; in the data active = a potency from the dose series; inconclusive = inhibition above about 70% without an active follow-up result;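 note: bacterial growth assessed after seven days of incubation; strong numbers were not always called active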
The depositor's hits bear a star; i = inactive; ? = inconclusive; · = not tested or not shown.

SMILES	inhibitors of VEEV	Salmonella PhoP GFP	H1N1 NS1A inhibition	tuberculosis growth	M. tuberculosis HTS
COc1ccc(C(C)(C)C)cc1NC(=O)c1ccccc1-n1cnnn1	7.9%	·	1%	59%	-4%
CCOC(=O)c1ccn(CSc2c(F)c(F)cc(F)c2F)n1	0.2%	·	-12%	1%	-10%
CC1CCCCC1NC(=O)COC(=O)c1ccccc1NC(=O)c1ccco1 (stereo unspecified)	i	-5%	-1%	24%	2%
O=C(c1ccco1)N1CCN(C(=S)Nc2ccccc2C(F)(F)F)CC1	i	9%	17%	8%	18%
Cc1ccc(N(CC(=O)N/N=C/c2cccnc2)S(=O)(=O)c2ccccc2)cc1	0.2%	1%	8%	1%	-2%
O=C(CSc1nnc(CNc2ccc(F)cc2)n1Cc1ccco1)N1CCCC1	i	-11%	-3%	12%	-4%
CCCCCc1nnc(N)s1	i	-3%	24%	5%	-9%
COc1ccc(CNC(=O)Cn2c(=O)n(CCC(=O)N3CCCCC3)c(=O)c3sccc32)cc1	0.1%	4%	-12%	11%	-3%
CCN(CC)C(=O)CSc1nc(N)c(C#N)c(-c2cccs2)c1C#N	1.9%	-7%	-2%	3%	-25%
CCN(Cc1ccccc1)C(=O)Cn1c(=O)oc2ccccc21	0.6%	6%	4%	-11%	-10%
OCc1nc2ccccc2n1CC(O)COc1ccccc1 (stereo unspecified)	0.8%	1%	5%	19%	5%
COCCNc1nc2c(c(=O)n(C)c(=O)n2C)n1Cc1cccc(C(F)(F)F)c1	i	-2%	-1%	13%	12%
COc1ccc(-c2cc(-c3cccnc3)c(C#N)c(N)n2)cc1	3.9%	-7%	1%	-3%	3%
c1coc(-c2nc3c([nH]2)CCc2nonc2-3)c1	1.5%	0%	1%	-6%	-11%
COc1ccc(/C=C/C(=O)NCCc2ccc(OC)c(OC)c2)cc1	2.8%	-4%	-8%	0%	1%
CC(C)NC(=O)CN(C)S(=O)(=O)c1ccc(F)cc1	i	1%	9%	1%	0%
CC(=O)Nc1c(Cl)cc2c(c1Cl)Cc1cc(C#N)ccc1-2	0.6%	·	-8%	·	·
Clc1ccc(CNC23CN4CN(CN(C4)C2)C3)c(Cl)c1	0.6%	0%	4%	-10%	-15%
CN(C)Cc1cc(C(C)(C)c2cc(CN(C)C)c(O)c(CN(C)C)c2)cc(CN(C)C)c1O	2.2%	21%	14%	48%	-4%
O=S(=O)(c1ccccc1)N1CCN(c2ccnc3cc(Cl)ccc23)CC1	12%	-1%	·	40%	68%
CCN(CC)S(=O)(=O)c1ccc(C(=O)OCn2c(SC)nnc(C)c2=O)cc1	0.8%	2%	-9%	19%	0%
COc1ccc(NC(=O)c2ccc([N+](=O)[O-])o2)cc1	i	6%	-12%	?	6%
Cc1cc(C)cc(NC(=O)C(c2ccccc2)N2CCCC2)c1 (stereo unspecified)	0.7%	-2%	0%	-14%	5%
CN(C)c1ccc(/C=N/n2c(-c3ccccc3Br)n[nH]c2=S)cc1	1.3%	-3%	1%	-34%	12%
Cc1ccc(OCC(=O)N2CCN(S(=O)(=O)c3ccc(Cl)cc3)CC2)c([N+](=O)[O-])n1	0.5%	-10%	-5%	4%	0%
O=C(C=Cc1ccc2c(c1)OCO2)c1ccccc1	2.8%	·	-4%	·	·
O=C(NCc1ccccn1)c1cc(-c2ccccc2)on1	i	-14%	-7%	19%	-6%
COc1ccc(-c2noc(CCC(=O)N3CCC(C)CC3)n2)cc1	i	-2%	-4%	46%	-10%
CCNC(=O)CC1C(=O)N(c2ccc(F)cc2)C(=O)N1CCc1sccc1C (stereo unspecified)	3.5%	3%	-14%	5%	2%
Cc1ccc(C)c(-n2cc(CNC(C)Cn3cncn3)c(-c3ccccc3)n2)c1 (stereo unspecified)	80%	14%	0%	6%	7%
O=C(O)c1ccccc1C(=O)N1CCN(S(=O)(=O)c2cccc(C(F)(F)F)c2)CC1	1.1%	·	-3%	-8%	-3%
Cc1cccc(OCCC(=O)Nc2ccc(N3CCOCC3)cc2N2CCOCC2)c1	0.4%	·	-2%	-4%	-3%
CCN1CCN(C(=O)/C=C/c2ccc(C)cc2)CC1	5.2%	-2%	-10%	-3%	0%
C/C(CCC1CC(C)OC1=O)=N\NC(N)=S (stereo unspecified)	i	9%	14%	-2%	-1%
COc1ccccc1OCC#CCN1CCOCC1	1.4%	14%	-8%	1%	1%
Cc1onc(-c2ccccc2Cl)c1C(=O)OCC(=O)c1ccc[nH]1	9.8%	7%	1%	-15%	-9%
O=C(CCc1ccccc1)Nc1sc2c(c1C(=O)O)CCCC2	0.8%	5%	·	62%	-3%
CC(/C=N/NC(=O)CN1CCN(Cc2ccc(Cl)cc2)CC1)=C\c1ccco1	0.5%	4%	15%	54%	-1%
O=C(Nc1ccc2c(c1)OCO2)c1ccc(Cl)c(S(=O)(=O)N2CCOCC2)c1	7.7%	-1%	-11%	14%	-7%
O=C(CC1Sc2ccccc2NC1=O)NNc1ccc(Cl)c(Cl)c1 (stereo unspecified)	8.8%	·	-15%	·	·

For reference, 17 of the compounds above.
SMILES	inhibitors of VEEV	Salmonella PhoP GFP	H1N1 NS1A inhibition	tuberculosis growth	M. tuberculosis HTS
CC(=O)Nc1c(Cl)cc2c(c1Cl)Cc1cc(C#N)ccc1-2	0.6%	·	-8%	·	·
Clc1ccc(CNC23CN4CN(CN(C4)C2)C3)c(Cl)c1	0.6%	0%	4%	-10%	-15%
CN(C)Cc1cc(C(C)(C)c2cc(CN(C)C)c(O)c(CN(C)C)c2)cc(CN(C)C)c1O	2.2%	21%	14%	48%	-4%
O=S(=O)(c1ccccc1)N1CCN(c2ccnc3cc(Cl)ccc23)CC1	12%	-1%	·	40%	68%
CCN(CC)S(=O)(=O)c1ccc(C(=O)OCn2c(SC)nnc(C)c2=O)cc1	0.8%	2%	-9%	19%	0%
COc1ccc(NC(=O)c2ccc([N+](=O)[O-])o2)cc1	i	6%	-12%	?	6%
Cc1cc(C)cc(NC(=O)C(c2ccccc2)N2CCCC2)c1 (stereo unspecified)	0.7%	-2%	0%	-14%	5%
CN(C)c1ccc(/C=N/n2c(-c3ccccc3Br)n[nH]c2=S)cc1	1.3%	-3%	1%	-34%	12%
Cc1ccc(OCC(=O)N2CCN(S(=O)(=O)c3ccc(Cl)cc3)CC2)c([N+](=O)[O-])n1	0.5%	-10%	-5%	4%	0%
O=C(C=Cc1ccc2c(c1)OCO2)c1ccccc1	2.8%	·	-4%	·	·
O=C(NCc1ccccn1)c1cc(-c2ccccc2)on1	i	-14%	-7%	19%	-6%
COc1ccc(-c2noc(CCC(=O)N3CCC(C)CC3)n2)cc1	i	-2%	-4%	46%	-10%
CCNC(=O)CC1C(=O)N(c2ccc(F)cc2)C(=O)N1CCc1sccc1C (stereo unspecified)	3.5%	3%	-14%	5%	2%
Cc1ccc(C)c(-n2cc(CNC(C)Cn3cncn3)c(-c3ccccc3)n2)c1 (stereo unspecified)	80%	14%	0%	6%	7%
O=C(O)c1ccccc1C(=O)N1CCN(S(=O)(=O)c2cccc(C(F)(F)F)c2)CC1	1.1%	·	-3%	-8%	-3%
Cc1cccc(OCCC(=O)Nc2ccc(N3CCOCC3)cc2N2CCOCC2)c1	0.4%	·	-2%	-4%	-3%
CCN1CCN(C(=O)/C=C/c2ccc(C)cc2)CC1	5.2%	-2%	-10%	-3%	0%

New compounds follow
SMILES	inhibitors of VEEV	Salmonella PhoP GFP	H1N1 NS1A inhibition	tuberculosis growth	M. tuberculosis HTS
COc1ccc(-c2nc(CCNC(=O)c3cccs3)cs2)cc1	5.7%	-4%	-1%	54%	-2%
COc1ccccc1C1(O)CCN(C(=O)c2cccs2)CC1	1.1%	-11%	-1%	17%	-3%
O=C(Nc1cc(Cl)cc(Cl)c1)N1CCN(C(=O)C2CCCO2)CC1 (stereo unspecified)	i	11%	-9%	17%	4%
CSCCC(NS(=O)(=O)c1ccc2c(c1)c(=O)n(C)c(=O)n2C)C(=O)NC1CCN(Cc2ccccc2)CC1 (stereo unspecified)	0.7%	1%	-1%	-6%	-1%
CCCC12CN3CCN(CC(C3)/C1=N\NC(=O)c1ccccc1Cl)C2	i	-1%	-6%	-7%	-4%
COc1ccc(NC(=O)CN(Cc2ccccc2)S(C)(=O)=O)cc1OC	1.0%	-2%	-2%	19%	2%
Nc1cccc(C(=O)c2ccccc2C(=O)O)c1	2.3%	·	6%	·	·
Cc1cccc(NC(=S)N(CCN(C)C)C(C)c2ccccn2)c1 (stereo unspecified)	2.8%	-10%	9%	5%	6%
Cc1ccc(S(=O)(=O)Nc2cc(S(=O)(=O)N3CCOCC3)ccc2NCC2CCCO2)cc1 (stereo unspecified)	1.8%	·	-7%	-1%	-8%
c1ccc(-c2nnsc2-c2ccccc2)cc1	0.2%	2%	-26%	-10%	-5%
O=C1C2CCCN2C(c2ccccc2)N1c1ccccn1 (stereo unspecified)	1.2%	-14%	18%	4%	-2%
COC(=O)Cn1cc(C(=O)c2ccccc2F)c2ccccc21	0.1%	1%	2%	14%	-4%
COc1cc(Br)cc2cc(C(=O)N3CCN(C(=O)c4ccco4)CC3)c(=O)oc12	0.3%	5%	8%	-15%	4%
COc1cc(C(=O)N2CCN(C(=O)C3CCCO3)CC2)cc(OC)c1OC (stereo unspecified)	1.9%	·	-14%	0%	-5%
Cc1cc(C)c(C#N)c(Nc2ccc3c(c2)OCCO3)n1	0.2%	·	27%	·	-10%
O=C(C1CC1)N1CCc2cc(Br)cc(S(=O)(=O)N3CCCCCC3)c21	6.0%	-4%	3%	33%	7%
COc1ccc(-n2c(Cn3c(=O)sc4ccccc43)nnc2SCC(=O)N2CCCC2)cc1	0.0%	-9%	2%	2%	-4%
COc1cc2c(C)nc3onc(-c4ccccc4)c3c2cc1OC	1.4%	6%	2%	0%	2%
Cc1ccc(NC(=O)CCNS(=O)(=O)c2ccccc2)cc1S(=O)(=O)N1CCOCC1	5.1%	5%	11%	25%	-8%
CC1CCc2cc(F)ccc2N1C(=O)CSc1nnc2c3ccccc3n(C)c2n1 (stereo unspecified)	i	-9%	1%	-1%	29%

The last 2 entries of the part before come first, to join the parts:
SMILES	inhibitors of VEEV	Salmonella PhoP GFP	H1N1 NS1A inhibition	tuberculosis growth	M. tuberculosis HTS
Cc1ccc(NC(=O)CCNS(=O)(=O)c2ccccc2)cc1S(=O)(=O)N1CCOCC1	5.1%	5%	11%	25%	-8%
CC1CCc2cc(F)ccc2N1C(=O)CSc1nnc2c3ccccc3n(C)c2n1 (stereo unspecified)	i	-9%	1%	-1%	29%
O=C(O)Cc1c[nH]c2cccc(O)c12	i	4%	11%	2%	-7%
CCOc1ccc(N(CC(=O)OC)S(=O)(=O)c2ccc(OC)c(OC)c2)cc1	0.5%	-21%	8%	26%	2%
COC(=O)c1sc2ncn(CC(=O)N(C)C3CCCCC3)c(=O)c2c1C	3.4%	2%	4%	-1%	3%
COc1cc(OC)cc(C(=O)Nc2nnc(Cc3ccc(OC)c(OC)c3)s2)c1	0.3%	12%	10%	16%	7%
COC(=O)[C@@]1(Cc2ccc(F)cc2)[C@H]2c3cc(C(=O)N4CCCC4)n(Cc4ccc(C(F)(F)F)nc4)c3C[C@H]2CN1C(=O)c1ccccc1	·	-6%	·	41%	-1%
O=C1NC(=Nc2ccc(O)cc2)S/C1=C/c1ccco1	0.6%	-1%	-4%	4%	3%
CCOC(=O)C1CCCN(C(=O)c2ccc(C)c(S(=O)(=O)N3CCCCC3)c2)C1 (stereo unspecified)	0.4%	·	-6%	-2%	-18%
Cc1ccc(NC(=S)NCC(O)c2ccccc2)c(C)c1 (stereo unspecified)	i	10%	-1%	?	12%
Cc1cccc(N2CCN(Cc3ccoc3)CC2)c1C	0.8%	1%	4%	12%	-6%
C[C@H](NC(=O)c1ccco1)C(=O)Nc1cccc([N+](=O)[O-])c1	3.3%	5%	-2%	-2%	2%
Cc1cc(C)nc(NNC2=CC(=[N+]3CCCC3)CCC2)n1	i	-4%	6%	2%	10%
OCCC1CN(CC(c2ccccc2)c2ccccc2)CCN1C1CCCC1 (stereo unspecified)	0.1%	2%	4%	56%	2%
CC1CCCCN1C(=O)COC(=O)c1cc(-c2cccs2)nn1-c1ccccc1 (stereo unspecified)	4.5%	·	-15%	76%	?
Cc1ccc(Oc2ccccc2/C=N/O)cc1	1.7%	-2%	-3%	-19%	-7%
CC(C)(C)C(=O)N1CCC[C@@]1(CO)C(=O)O	0.4%	-1%	3%	-4%	-7%
CSCCC(NC(=O)c1cccc(C)c1)C(=O)NNC(=O)c1cccs1 (stereo unspecified)	2.0%	·	3%	0%	-4%
O=C(Cc1cccc2ccccc12)N/N=C/c1ccc(OC(=O)/C=C/c2ccco2)cc1	1.9%	8%	19%	?	10%
O=C1NC(=O)C2(Cc3ccccc3N3CCCC32)C(=O)N1c1ccccc1 (stereo unspecified)	2.8%	-9%	-3%	62%	4%
CCOC(=O)C(=O)c1c(-c2ccc(C)cc2)nc2ccccn12	i	3%	-10%	6%	2%

From PubChem
